# Bioassay records from PubChem BioAssay.
# CHO-K1 Ca PAM – nonselective calcium activators in parental CHO-K1 cells, primary screen, counter-screen for M1 PAM project, cell-based, Fluo-8 calcium fluorescence, full deck, 1536-well; ATP EC20; 0% at ATP EC20, 100% at ATP max; activation, % at 3 µM; 0.02% of 360,000 active; AID 602247, 2012;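 active = activation above the run cutoff, the mean activation of all test compounds plus 3 SD, cut at about 40% in these data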;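 also: peak over basal fluorescence ratio in a 140 s read after ATP addition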
# TAAR1 agonist – human TAAR1 agonists, primary screen, Fluo-8 calcium fluorescence, CHO RD-HGA16 cells | Trace amine-associated receptor 1 (Homo sapiens), Q96RJ0 | vehicle wells 0%, saturating PEA agonist 100% | activation, % at 3 µM | 0.99% of 360,000 active | AID 624467, 2012;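 active = activation above the mean activation of all test compounds in the run plus 3 SD, cut at about 38% in these data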
# Target sequence (Q96RJ0 whole entry, looked up): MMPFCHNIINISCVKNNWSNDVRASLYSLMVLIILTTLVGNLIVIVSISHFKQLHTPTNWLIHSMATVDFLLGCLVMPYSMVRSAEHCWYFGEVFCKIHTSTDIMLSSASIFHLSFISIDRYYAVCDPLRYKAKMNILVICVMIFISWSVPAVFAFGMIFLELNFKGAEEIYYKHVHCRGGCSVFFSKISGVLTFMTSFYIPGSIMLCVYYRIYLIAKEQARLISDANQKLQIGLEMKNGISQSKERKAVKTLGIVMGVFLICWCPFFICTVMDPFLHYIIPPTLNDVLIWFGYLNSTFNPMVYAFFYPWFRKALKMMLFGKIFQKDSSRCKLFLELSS
#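 Benchmarks: low control DMSO, high control PEA (EC100); System: CHO RD-HGA16 cells carrying human TAAR1 plus Gα16; Detection: Fluo-8 fluorescence, 5 s baseline then 140 s kinetic read; Schedule: 17-24 h plating, Fluo-8 75 min 37 °C, 30 min RT; Read-out basis: % activation from peak over basal fluorescence ratio, DMSO-to-PEA scaled.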
# CHO parental Ca – ATP-evoked calcium signal inhibitors, parental CHO, primary screen, counter-screen for OX1R antagonist project, cell-based, fluorescence, Fluo-8 calcium dye. parental CHO-K1, ATP-induced calcium, Fluo-8 fluorescence. inhibition, % at 5.6 µM. 0.63% of 330,000 active;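 active = inhibition above that plate's mean sample inhibition plus 3 SD, cut at about 26% in these data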;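 also: 0% = ATP-challenged DMSO wells and 100% = DMSO wells without ATP; some compounds past the cut are filed as inactive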
#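 test system = CHO parental line | reagent = ATP stimulus | measured by = intracellular calcium via Fluo-8 no-wash fluorescent dye | control set = ATP and no-ATP DMSO wells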
# TAAR1 antagonist – human TAAR1 antagonists, primary screen, Fluo-8 calcium fluorescence, CHO RD-HGA16 cells | 1.5% of 360,000 active | AID 624466, 2012 | inhibition, % at 3 µM | antagonist;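 active = inhibition above a per-plate cutoff, the mean inhibition of test compounds on that plate plus 3 SD, cut at about 49% in these data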;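 also: 0% = DMSO plus EC80 beta-PEA response and 100% = DMSO alone without agonist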
#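 Material: CHO RD-HGA16 cells bearing hTAAR1; compound dosing: one-point dosing, 3 µM nominal final; schedule: dye loading 75 min at 37 °C, then 30 min room temperature; measured by: calcium fluorescence with Fluo-8; control set: vehicle and agonist controls; replication: n of 1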
# M1 ag – human M1 muscarinic receptor agonists, primary screen, Fluo-8 calcium fluorescence, CHO-K1 cells, HTS. CHO-K1 hM1, agonist mode; 0% DMSO, 100% acetylcholine EC100. Muscarinic acetylcholine receptor M1 (Homo sapiens), P11229. 0.33% of 360,000 active. activation, % at 3 µM;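 active = activation above the run's mean compound activation plus 3 SD, cut at about 16% in these data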;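 also: peak over basal fluorescence ratio within a 140 s kinetic read after compound addition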
# Target sequence (P11229 whole entry, looked up): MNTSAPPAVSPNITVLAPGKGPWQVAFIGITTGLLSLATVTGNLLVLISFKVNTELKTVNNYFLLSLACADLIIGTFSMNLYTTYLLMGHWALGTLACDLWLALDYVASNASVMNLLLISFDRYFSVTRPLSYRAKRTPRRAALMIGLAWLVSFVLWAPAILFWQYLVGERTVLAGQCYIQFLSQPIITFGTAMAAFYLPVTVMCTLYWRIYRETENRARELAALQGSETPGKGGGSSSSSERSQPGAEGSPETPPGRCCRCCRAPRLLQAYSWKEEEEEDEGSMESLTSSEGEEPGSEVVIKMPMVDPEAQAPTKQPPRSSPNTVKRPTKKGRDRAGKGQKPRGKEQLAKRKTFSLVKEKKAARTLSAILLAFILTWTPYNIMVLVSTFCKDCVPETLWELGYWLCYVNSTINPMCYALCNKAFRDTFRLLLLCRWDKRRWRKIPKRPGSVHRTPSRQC
# CHO-K1 Ca antag – counter-screen for M1 antagonists: effect in parental CHO-K1 cells; 0.6% of 360,000 active; ATP-induced calcium, Fluo-8 fluorescence; inhibition, % at 3 µM;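 active = inhibition above a per-plate cutoff, the plate's mean sample inhibition plus 3 SD, cut at about 24% in these data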;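 also: 0% = DMSO plus EC80 ATP and 100% = DMSO alone without ATP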
# M1 ag parental – counter-screen for M1 agonists: effect in parental CHO-K1 cells | Fluo-8 calcium fluorescence; scaled to maximal ATP response, vehicle zero | activation, % at 3 µM | 0.48% of 360,000 active | AID 602248, 2012; in the data active = activation above about 15%;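 also: untransfected CHO-K1 host cells lacking M1 receptor as counterscreen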
# M1 PAM – human M1 muscarinic receptor positive allosteric modulators, primary screen, CHO-K1 cells, Fluo-8 calcium fluorescence, 1536-well | activation, % at 3 µM | 0.088% of 360,000 active | Muscarinic acetylcholine receptor M1 (Homo sapiens), P11229 | AID 588819, 2011 | CHO-K1 hM1, ACh EC20; 0% = ACh EC20, 100% = maximal ACh; in the data active = activation above about 19%, passing the limit was not always enough
# M1 antag – human M1 muscarinic receptor antagonists, primary screen, CHO-K1 cells, Fluo-8 calcium fluorescence, 1536-well; AID 588852, 2011; Muscarinic acetylcholine receptor M1 (Homo sapiens), P11229; inhibition, % at 3 µM; CHO-K1 hM1, ACh EC80 antagonist; 1.3% of 360,000 active;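 active = percent inhibition above its own plate's cutoff, namely the mean of that plate's compound wells plus 3 SD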;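 also: peak over basal fluorescence ratio during 140 s after agonist addition; 0% = ACh EC80 plus DMSO and 100% = DMSO alone without agonist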
# The depositor's hits bear a star; nt = no result given.
# Short forms: A = CHO-K1 Ca PAM; B = TAAR1 agonist; C = CHO parental Ca; D = TAAR1 antagonist; E = M1 ag; F = CHO-K1 Ca antag; G = M1 ag parental; H = M1 PAM; I = M1 antag
Clc1cccc(N2CCN(Cc3nnc(-c4ccccc4)o3)CC2)c1
  A = 14.5	B = -2.2	C = -1.7	D = -14.5	E = 0.3	F = 4.4	G = 0.9	H = 19.2	I = -11.6
COc1cccc(NC(=O)CN(C)C(=O)c2ccc(NC(=O)CC3SC(N4CCCC4)=NC3=O)cc2)c1 (stereo not given)
  A = 7.8	B = 5.3	C = nt	D = -8.1	E = -0.3	F = -23.2	G = 0.2	H = 6.9	I = -6.5
O=C1N=C(N2CCCCC2)S/C1=C\c1cn[nH]c1-c1ccccc1
  A = 4.8	B = 3.1	C = -8.9	D = -30.9	E = -1.2	F = -5.2	G = -0.1	H = 0.6	I = -13.1
Cc1onc(-c2ccccc2Cl)c1C(=O)N1CCCCC1
  A = 8.7	B = -2.5	C = -16.2	D = 2.6	E = -1.2	F = -9.0	G = 0.8	H = 8.6	I = -0.3
FC(F)(F)Oc1ccc(Nc2nc(N3CCOCC3)nc(N3CCOCC3)n2)cc1
  A = -10.3	B = 8.6	C = -12.7	D = -46.0	E = -3.6	F = 7.1	G = -0.1	H = 2.9	I = -1.3
C=CCNC(=S)N1CCN(C2CCCCC2)CC1
  A = 2.2	B = 1.2	C = -5.3	D = -20.0	E = -6.7	F = -6.0	G = 0.7	H = 0.7	I = 2.4
CCSc1nnc(NC(=O)C(C)(C(F)(F)F)C(F)(F)F)s1
  A = 4.1	B = 7.8	C = -1.4	D = -1.1	E = 3.2	F = 0.1	G = 7.4	H = -7.6	I = 21.6
NS(=O)(=O)c1ccc(CCNC(=O)CSc2ncnc3ccccc23)cc1
  A = 12.9	B = 4.3	C = 10.7	D = 2.6	E = -3.0	F = -13.9	G = 1.2	H = 9.3	I = -15.8
CC(C)(C)C1CCC(C(=O)NCCc2ccc(S(N)(=O)=O)cc2)CC1 (stereo not given)
  A = 1.2	B = -0.3	C = -1.5	D = -7.2	E = -3.8	F = -8.1	G = 3.3	H = 0.4	I = -0.3
Cc1ccc(C=C2C(=O)c3ccccc3C2=O)o1
  A = 23.8	B = 0.0	C = -9.1	D = 4.0	E = -2.9	F = -20.6	G = 0.6	H = -1.3	I = 17.6
Cc1nn(Cc2cccc(F)c2)c(C)c1NC(=O)c1ccc(COc2ccccc2Cl)cc1
  A = -9.2	B = 4.8	C = 6.1	D = 101.4*	E = -6.2	F = -10.5	G = 3.6	H = -4.9	I = 10.0
CN1OC[C@@H]2CN(C(=S)Nc3ccc(C#N)cc3)[C@H](c3ccc(N4CCCCC4)cc3)C[C@@H]21
  A = -4.8	B = 3.3	C = nt	D = -16.4	E = -3.4	F = 13.9	G = 0.4	H = 4.5	I = 1.1
COc1ccc(S(=O)(=O)Nc2ccccc2C(=O)N2CCOCC2)cc1C
  A = 5.9	B = -3.0	C = -8.4	D = 3.3	E = -4.6	F = -14.4	G = 0.9	H = 14.5	I = -18.5
O=C(C[C@H]1C/C=C\CC[C@H](Cc2ccc(F)cc2)C(=O)OC[C@H]2CCCN2C1=O)NCCO
  A = 13.7	B = -0.1	C = -10.1	D = 10.3	E = 2.6	F = -11.6	G = 0.2	H = 5.7	I = -8.7
O=C(CCCN1C(=O)c2ccccc2C1=O)NCc1ccc(F)cc1
  A = 22.9	B = 0.4	C = -15.2	D = 3.3	E = -3.5	F = -7.5	G = 1.4	H = 9.6	I = -15.9

# Look-ups from the results shown:
# FC(F)(F)Oc1ccc(Nc2nc(N3CCOCC3)nc(N3CCOCC3)n2)cc1 in CHO-K1 Ca PAM → -10.3
# Cc1ccc(C=C2C(=O)c3ccccc3C2=O)o1 in TAAR1 antagonist → 4.0
# Cc1onc(-c2ccccc2Cl)c1C(=O)N1CCCCC1 in M1 PAM → 8.6
# CCSc1nnc(NC(=O)C(C)(C(F)(F)F)C(F)(F)F)s1 in CHO-K1 Ca PAM → 4.1
# CN1OC[C@@H]2CN(C(=S)Nc3ccc(C#N)cc3)[C@H](c3ccc(N4CCCCC4)cc3)C[C@@H]21 in M1 ag parental → 0.4
# O=C(C[C@H]1C/C=C\CC[C@H](Cc2ccc(F)cc2)C(=O)OC[C@H]2CCCN2C1=O)NCCO in M1 antag → -8.7

# Later entries:
# Short forms: A = CHO-K1 Ca PAM; B = TAAR1 agonist; C = CHO parental Ca; D = TAAR1 antagonist; E = M1 ag; F = CHO-K1 Ca antag; G = M1 ag parental; H = M1 PAM; I = M1 antag
CC(C)c1cc(N=NC(N)=O)cc(C(C)C)c1O
  A = 0.0	B = 1.6	C = -1.2	D = -6.8	E = -7.1	F = 8.0	G = 2.9	H = -0.3	I = 2.3
COc1cc(/C=C/CN2CCC(Oc3ccc(C(=O)N4CCCC4)cc3)CC2)ccc1O
  A = 1.1	B = 1.4	C = nt	D = 9.9	E = -5.5	F = -9.5	G = 0.4	H = 2.5	I = -5.7
COc1ccc(S(=O)(=O)Nc2cc(C)on2)cc1
  A = 7.8	B = -1.5	C = -7.6	D = -7.5	E = -4.5	F = -11.6	G = 1.6	H = 8.2	I = -8.7
O=c1cc(-c2ccccc2)oc2ccc(Cl)cc12
  A = -0.9	B = -1.5	C = nt	D = 5.1	E = -4.2	F = -1.8	G = 0.0	H = 1.3	I = -15.8
COc1cc(NC(=S)Nc2ccccn2)c(OC)cc1Cl
  A = 7.3	B = 3.2	C = -3.6	D = 11.6	E = -10.5	F = 2.1	G = -0.7	H = -10.9	I = 11.9
CC(=O)c1cccc(NC(=O)NNC(=O)c2ccc(Cl)cc2Cl)c1
  A = -10.9	B = 10.1	C = -21.4	D = -13.8	E = -6.3	F = -10.0	G = 1.3	H = -1.1	I = -0.1
COc1ccc(C(=O)COC(=O)CCc2nc3ccccc3[nH]c2=O)cc1Br
  A = -13.3	B = 5.2	C = -20.8	D = 23.2	E = -6.7	F = 5.2	G = 2.5	H = -5.7	I = 10.6
O=C(NCC1CCCCC1)c1csc([C@@H]2C[C@H](O)[C@@H](CO)O2)n1
  A = -1.9	B = 1.7	C = nt	D = -12.7	E = 1.0	F = 14.8	G = 3.2	H = 10.2	I = -8.6
Cc1ccc(SCC(=O)N2CCN(S(=O)(=O)c3cccs3)CC2)cc1
  A = 13.7	B = 2.6	C = -22.5	D = -13.8	E = -5.1	F = -17.1	G = 2.4	H = -2.0	I = -6.5
CCOc1cc(/C=C2\N=C(C)OC2=O)cc(Br)c1OCC(=O)OC
  A = 7.9	B = 0.9	C = -13.2	D = -33.5	E = -6.8	F = -7.8	G = -0.1	H = 2.0	I = 3.9
O=C(Nc1nnc(-c2cc(Cl)ccc2Cl)o1)c1ccco1
  A = -14.6	B = 0.3	C = -7.7	D = -28.5	E = -4.7	F = 7.4	G = -0.4	H = -6.3	I = 12.4
COc1ccc(CC(=O)NCc2csc(-c3cccs3)n2)cc1OC
  A = 17.6	B = -0.1	C = -12.0	D = -10.4	E = 0.9	F = -14.3	G = 4.3	H = 3.9	I = -6.6

# Structures listed above marked active in TAAR1 antagonist.
Compound,TAAR1 agonist,TAAR1 antagonist,M1 PAM,M1 antag
Cc1nn(Cc2cccc(F)c2)c(C)c1NC(=O)c1ccc(COc2ccccc2Cl)cc1,4.8,101.4*,-4.9,10.0
